Source: PubChem
KCNQ1 inh: human KCNQ1 channel inhibition; CHO-K1 KCNQ1, FluxOR thallium flux fluorescence; active compounds read high; B-score at 10 µM; 310,000 tested, 1.3% active;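 active = compounds whose thallium flux B-score, printed positive for inhibition, exceeds three library SD while starting fluorescence stays within three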;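 note: channel opened by potassium depolarization with thallium stimulus after 20 min compound exposure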
hERG rescue: shields human hERG channel from block by proarrhythmic agents; CHO-hERG, FluxOR thallium flux, dofetilide IC70 present; activation (rescue from dofetilide block), less the hit threshold, % at 10 µM; 310,000 tested, 0.51% active; AID 1511;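 active = activation above the mean of controls blocked by dofetilide plus 5 SD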;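 note: thallium influx through hERG after potassium depolarization seen as dye fluorescence rise; in these data hits start at about 4.7%; inactives centre near -7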
PolyA inhibitor: inhibitors of polyadenylation in S. cerevisiae | 300,000 tested, 0.02% active | S. cerevisiae SKY197-pL101 polyadenylation reporter, beta-gal luminescence; efflux-impaired pdr1/pdr3 knockout yeast; score 100 = 6 SD above DMSO | calls only at 12 µM;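 active = lowest replicate activity score at least 50, where 100 means six control SD above control mean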;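 note: yeast exposed to compound for 9 h at 30 °C; higher score means more reporter readthrough which indicates perturbed polyadenylation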
GSK3A inh: human GSK-3 alpha kinase inhibition | P49840 | ADP-Glo luminescence, 60 min | inhibition, % at 10 µM | 320,000 tested, 0.1% active | AID 2650;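 in the data active = inhibition above about 50%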;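 note: GST-tagged GSK-3 alpha with peptide substrate and 25 µM ATP; 0% = DMSO neutral wells and 100% = GW8510 positive control wells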
Target sequence (P49840 whole entry, looked up): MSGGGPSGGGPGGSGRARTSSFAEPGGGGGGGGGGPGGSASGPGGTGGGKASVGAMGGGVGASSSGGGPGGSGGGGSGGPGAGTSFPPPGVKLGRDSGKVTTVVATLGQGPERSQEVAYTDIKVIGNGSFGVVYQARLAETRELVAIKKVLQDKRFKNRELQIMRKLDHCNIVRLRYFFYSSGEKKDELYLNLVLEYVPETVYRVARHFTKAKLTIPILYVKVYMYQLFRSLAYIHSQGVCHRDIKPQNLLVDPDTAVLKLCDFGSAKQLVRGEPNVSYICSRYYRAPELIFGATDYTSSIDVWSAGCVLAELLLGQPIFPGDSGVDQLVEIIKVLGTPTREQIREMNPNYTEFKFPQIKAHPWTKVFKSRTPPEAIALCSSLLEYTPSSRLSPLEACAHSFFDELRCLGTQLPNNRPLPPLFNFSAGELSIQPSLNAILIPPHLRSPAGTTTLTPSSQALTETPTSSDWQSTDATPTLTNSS
KCNK3 block: human KCNK3 channel inhibition, primary screen; O14649; CHO-KCNK3 thallium flux, FluxOR fluorescence; active compounds read low; B-score at 10 µM; 340,000 tested, 0.84% active; AID 602410;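 active = B-score under library mean minus 4 SD, starting fluorescence ratio at most library mean plus 5 SD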;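 note: more negative B-score means stronger inhibition of thallium flux through KCNK3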
DYRK1A inh: Dyrk1A (rat) kinase inhibition; Q63470; ADP-Glo luminescence, NFATc1 peptide; inhibition, % at 12.5 µM; 310,000 tested, 0.43% active; AID 504441; in the data active = inhibition above about 50%;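 note: plate controls were vehicle with enzyme for no effect and no enzyme for full effect; many of its hits are not listed in these tables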
RGS4 pot: potentiators or activators of RGS4; HEK293 M3R/inducible RGS4, carbachol calcium flux Fluo4; active compounds read low; B-score at 10 µM; 310,000 tested, 0.92% active; AID 463111;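 active = B-score of the integrated calcium signal more than 4 SD below the library mean, with starting fluorescence not abnormally high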;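 note: negative B-score means reduced calcium response which marks RGS4 activation or potentiation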
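System: HEK293 FlpIn-TREx cells, stable M3R, doxycycline-inducible RGS4. Timing: overnight RGS4 induction, 30 min dye load 37 °C, 20 min compound RT. Also added: carbachol, ECmax concentration. Measured by: Fluo4 fluorescence kinetic imaging of calcium. Evaluation: integrated calcium ratio converted to B score.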
KCNK9 inh: blocks the human KCNK9 two-pore domain potassium channel; Q9NPC2; HEK293 KCNK9, FluxOR thallium flux fluorescence; active compounds read low; B-score at 10 µM; 310,000 tested, 1.2% active; AID 488922;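 active = ratio B-score over 3 SD below the library mean, with starting fluorescence within 5 SD of its mean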;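 note: negative B-score means less thallium flux so channel inhibition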
Target sequence (Q9NPC2 whole entry, looked up, the tested form may be a part): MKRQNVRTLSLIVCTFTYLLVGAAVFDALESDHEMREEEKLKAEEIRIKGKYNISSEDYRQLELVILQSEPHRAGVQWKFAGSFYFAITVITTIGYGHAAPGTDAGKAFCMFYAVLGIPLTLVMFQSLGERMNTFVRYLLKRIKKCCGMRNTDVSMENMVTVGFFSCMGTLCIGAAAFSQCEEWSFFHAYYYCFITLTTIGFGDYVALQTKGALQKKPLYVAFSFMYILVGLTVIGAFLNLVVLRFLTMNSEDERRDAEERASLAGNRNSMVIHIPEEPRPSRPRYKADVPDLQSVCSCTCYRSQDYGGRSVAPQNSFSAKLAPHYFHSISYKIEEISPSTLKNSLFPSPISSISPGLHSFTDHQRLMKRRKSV
GSK3beta inhib: inhibitors of human GSK3beta kinase | P49841 | activity score (negative = inhibition), % at 10 µM | 300,000 tested, 0.038% active | GST-GSK3beta kinase, ADP-Glo luminescence, 60 min; active compounds read low;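 active = more than half of replicate wells score below -50%, meaning over 50% inhibition versus plate controls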;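 note: 0% = median DMSO wells and -100% = median GW8510 positive control wells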
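Assay system: GST-tagged human GSK3beta kinase, cell-free; Input: 1.6 ng GSK3beta; Medium: Tris/MgCl2 kinase buffer; Timing: 60 min enzyme reaction, room temperature; Signal: ADP-Glo luminescence quantifying ADP generated by kinase; Evaluation: score relative to plate controls; Benchmarks: DMSO neutral wells and GW8510 at 20 µM as positive.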
RGS4 block: human RGS4 inhibition; 310,000 tested, 0.45% active; B-score at 10 µM; HEK293 M3R/RGS4 inducible, Fluo-4 calcium flux; active compounds read high; triggered by carbachol at its EC20; P49798; AID 463165;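 active = B-score, a plate-corrected calcium signal, over three deviations above library mean, with baseline fluorescence within five deviations of library mean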;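 note: RGS4 expression induced by doxycycline in cells with stable M3 receptor; B-score is computed from the integrated fluorescence ratio over baseline after carbachol; higher B-score means a larger calcium signal and so more RGS4 inhibition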
Target sequence (P49798 whole entry, looked up): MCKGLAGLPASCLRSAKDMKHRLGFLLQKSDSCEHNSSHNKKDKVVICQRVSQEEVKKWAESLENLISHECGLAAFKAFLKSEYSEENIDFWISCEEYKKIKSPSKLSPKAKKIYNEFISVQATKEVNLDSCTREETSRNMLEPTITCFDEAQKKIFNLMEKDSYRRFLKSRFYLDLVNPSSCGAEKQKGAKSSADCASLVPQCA
KCNQ1 act: potentiators or activators of human KCNQ1 potassium channel | P51787 | CHO-K1 KCNQ1, thallium flux FluxOR fluorescence; active compounds read high | B-score at 10 µM | 310,000 tested, 0.35% active;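 active = fluorescence ratio B-score, a plate-corrected score, at least three library SD, with initial intensity B-score within 5 SD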
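Material: CHO-K1 cells stably expressing KCNQ1. Medium: assay buffer for compound exposure, DMSO matched across wells. Reagent: K+/Tl+ depolarizing stimulus. Compound dosing: single-concentration screen. Times: 37 °C overnight plating, 90-min dark dye load, 20-min compound pretreatment. Technique: FluxOR Tl+ flux fluorescence.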
* hit, by the source's call; i = inactive; nt = not tested or not shown.

The opening two records, ahead of the listing:
SMILES	KCNQ1 inh	hERG rescue	PolyA inhibitor	GSK3A inh	KCNK3 block	DYRK1A inh	RGS4 pot	KCNK9 inh	GSK3beta inhib	RGS4 block	KCNQ1 act
COc1ccc(C(CC(=O)Nc2ccccn2)N2Cc3ccccc3C2=O)cc1 (stereo not drawn)	i	-6	i	-1	i	-3	i	i	0	i	i
CCOC(=O)C(C)Sc1nc(-c2cccs2)ccc1C#N (stereo not drawn)	i	-14	i	0	i	2	i	i	-2	i	i

The whole of this part, from the first entry:
SMILES	KCNQ1 inh	hERG rescue	PolyA inhibitor	GSK3A inh	KCNK3 block	DYRK1A inh	RGS4 pot	KCNK9 inh	GSK3beta inhib	RGS4 block	KCNQ1 act
COc1ccc(C(CC(=O)Nc2ccccn2)N2Cc3ccccc3C2=O)cc1 (stereo not drawn)	i	-6	i	-1	i	-3	i	i	0	i	i
CCOC(=O)C(C)Sc1nc(-c2cccs2)ccc1C#N (stereo not drawn)	i	-14	i	0	i	2	i	i	-2	i	i
O=S(=O)(NC1c2cccc3cccc(c23)C1N1CCN(CCO)CC1)c1ccccc1 (stereo not drawn)	i	-9	i	nt	i	12	i	i	-4	i	i
COc1ccc(C2=NN(C(=O)CSc3ncccn3)C(c3ccc(OC)cc3)C2)cc1 (stereo not drawn)	i	-4	i	-2	i	-7	i	i	2	i	i
CCOC(=O)N1CCC(Nc2cc(C)nc3c(-c4ccccc4OC)c(C)nn23)CC1	i	-15	i	-3	i	7	i	i	0	i	i
O=C(c1nc2ccc(Cl)cn2c1CNCC[C@@H]1C[C@@H]2C=C[C@H]1C2)N1CCCCCCC1	9*	-14	i	-2	i	4	i	i	-1	i	i
CCNC(=O)COC(=O)c1cc(=O)[nH]c2ccccc12	i	-5	i	1	i	0	i	i	3	i	i
O=C(CCn1c(=O)oc2ccc(Cl)cc21)N1CCN(c2ccccc2)CC1	i	-13	i	-2	i	nt	i	i	1	i	i
Cc1ccc(NC2c3ccccc3C(=O)N2c2cccnc2)cc1 (stereo not drawn)	i	-13	i	0	i	2	i	i	2	i	i
O=C(NCc1ccc2c(c1)OCO2)c1cnc2ccccn2c1=O	i	-2	i	3	i	-2	i	i	-1	i	i
Cc1ccn2c(NC(=O)c3ccccc3)c(-c3ccccc3)nc2c1	i	-5	i	-5	i	-3	i	i	-3	i	i
COc1ccc(C(=O)Nc2cc(C)on2)cc1[N+](=O)[O-]	i	-4	i	2	i	-2	i	i	3	i	i
O=C(c1ccc(Cl)cc1)C(CN1CCCC1)c1ccccc1 (stereo not drawn)	i	-8	i	-1	i	nt	i	i	4	i	i
COc1ccc(-c2nc(C)ncc2-c2csc(C)n2)c(O)c1	i	-1	i	0	i	10	i	i	0	i	i
C/C(=N/NC(=O)CNC(=O)COc1ccccc1)c1ccco1	i	-2	i	-1	i	8	i	i	-5	i	i
CC1(C)CC(OC(=O)c2ccccc2)CC(C)(C)N1	i	3	i	0	i	-2	i	i	0	i	i
COc1ccc(-c2cc3ccccc3oc2=O)cc1	i	-19	i	1	i	6	i	i	1	i	i
C=CCOc1ccc(CNc2nccs2)cc1OCC	i	-6	i	0	i	6	i	i	-9	i	i
COc1ccc(CNC(=O)c2cnc(C)cn2)c(OC)c1	i	0	i	4	i	2	i	i	-1	i	i
CC1CCc2c(sc(NC(=O)CSc3nc4c(c(C(F)(F)F)n3)CCc3ccccc3-4)c2C(N)=O)C1 (stereo not drawn)	i	-8	i	-2	i	5	i	i	3	i	i
COc1ccc(-c2nnnn2C)cc1S(=O)(=O)NCCc1ccccc1	i	-11	i	2	i	-3	i	i	-2	i	i
CCN(CC)CCCNC(=O)c1cc2c(-c3cccc(OC)c3)nn(C)c2s1	i	-6	i	6	i	13	i	i	-9	i	i
COCCC(=O)N1CCC(Oc2ccc(C(=O)NC3CCCCC3)cc2)CC1	i	-3	i	0	i	-4	i	i	2	i	i
Cc1c(NC(=S)N/N=C/C=C/c2ccc([N+](=O)[O-])cc2)c(=O)n(-c2ccccc2)n1C	i	-12	i	-1	i	1	i	i	-1	i	i
O=C(NCc1ccc(F)cc1)c1cccc2c1C(=O)N(Cc1cccnc1)C2	i	-8	i	nt	i	4	i	i	0	i	i
Cc1[nH]c2ccccc2c1CCO	i	-2	i	nt	i	0	i	i	-20	i	i
CCCCn1c(N)c(N(CC(C)C)C(=O)CC2OC(=O)c3ccccc32)c(=O)[nH]c1=O (stereo not drawn)	i	-3	i	0	i	18	i	i	-3	i	i
CCOc1ccc(N(CC(=O)Nc2ccccc2F)S(=O)(=O)c2c(C)[nH]c(=O)[nH]c2=O)cc1	i	-4	i	-4	i	-4	i	i	3	i	i
Fc1cccc(-n2c(-c3cccs3)nc3nc4ccccc4nc32)c1	i	-9	i	-1	nt	nt	i	i	0	i	i
O=C(Nc1cccc(S(=O)(=O)N2CCCCC2)c1)c1ccc2ccccc2n1	i	-9	i	1	i	3	i	i	3	i	i
Cc1cc(-c2ccccc2)nc2c(Br)c(=O)[nH]n12	i	-6	i	1	i	-6	i	i	3	i	i
CC(=O)c1c(C)[nH]c(C(=O)Nc2ccc(Cl)cc2F)c1C	i	-3	i	-1	i	-4	i	i	1	i	i
COc1ccccc1OCCC(=O)OCC(=O)NC(=O)NC(C)(C)C	i	-7	i	-3	i	-9	i	i	-1	i	i
CS(=O)(=O)c1ccc2nc(NC(NC(=O)c3ccco3)(C(F)(F)F)C(F)(F)F)sc2c1	i	-10	i	1	i	4	i	i	-2	i	i
CCOc1ccc(NC(=O)N(CCN(C)C)C(C)c2ccncc2)cc1 (stereo not drawn)	i	-9	i	-2	i	-6	i	i	0	i	i
COc1ccc(S(=O)(=O)Nc2c(C)n(C)n(-c3ccccc3)c2=O)cc1Br	i	-3	i	-5	i	1	i	i	2	i	i
O=C(NCc1cccnc1)Nc1ccc(Br)cc1Cl	i	-8	i	1	i	-6	i	i	-3	i	i
Cc1ccc(NC(=O)CNCc2cccs2)cc1Br	i	-8	i	-1	i	5	i	i	10	i	i
CCOC(=O)c1sc(NC(=O)CC(C)c2ccccc2)nc1C (stereo not drawn)	i	-7	i	5	i	15	i	i	2	i	i
Cc1c(S(=O)(=O)NC(C)c2ccccc2)c(=O)n(C)c(=O)n1C (stereo not drawn)	i	0	i	-2	i	5	i	i	-3	i	i
COCCOC(=O)C1=C(C)NC(C)=C(C(=O)OCCOC)C1/C=C/c1ccccc1OC	i	-7	i	-3	i	-5	i	i	5	i	i
CC(=O)Nc1ccc(NC(=O)CCOc2cc(C)ccc2C)cc1	i	3	i	8	i	2	i	i	-1	i	i
CCCCC(=O)N(CCOC)c1nnc(-c2ccc(OC)cc2)s1	i	-13	i	9	i	-3	i	i	2	i	i
CCN(CC)CCNC(=O)C1CCN(S(=O)(=O)N2CCCCC2)CC1	i	-8	i	-2	i	0	i	i	3	i	i
COc1ccc(-c2csc(NCc3ccco3)n2)cc1	i	-7	i	-2	i	16	i	i	2	i	i
O=C(Nc1ccccc1C(=O)NCc1ccccc1)c1ccccc1	i	-8	nt	0	i	-4	i	i	2	i	i
Cc1cc(-c2ccc(C)c(S(=O)(=O)NCCCN3CCN(c4ccccc4F)CC3)c2)on1	i	-10	i	-3	i	-4	i	i	-1	i	i
COc1ccc(-c2cc(C(=O)Nc3ccccc3)on2)cc1	i	-6	i	0	i	9	i	i	-2	i	i
COc1ccc(C)cc1NC(=O)C(OC(=O)CNC(=O)c1ccc(Oc2ccccc2)cc1)c1ccccc1 (stereo not drawn)	i	-15	i	5	i	-53	i	-7.9*	1	i	i
CCCC(C)C(=O)Nc1nnc(C)s1 (stereo not drawn)	i	-27	i	0	i	-4	i	i	-2	i	i
CCN(CC)CCNC(=O)c1ccc2c(=O)n(C3CCCC3)c(=S)[nH]c2c1	i	-16	i	1	i	6	-8.4*	i	-9	i	i
CC(=O)c1sc(NC(=O)CCS(=O)(=O)c2ccc(Cl)cc2)nc1C	i	-8	i	-5	i	-12	i	i	-3	i	i
ClCc1ncc(-c2ccc(Cl)cc2)o1	i	-7	i	0	i	-1	i	i	3	i	i
Cc1ccccc1S(=O)(=O)Nc1ncnc2ccccc12	i	-10	i	-1	i	-2	i	i	-6	i	i
CCCCCN(C(=O)NC(=O)Nc1nncs1)S(C)(=O)=O	i	-6	i	-3	i	2	i	i	4	i	i
CC(NC(=O)Nc1ccc(Cl)cc1)c1ccc2c(c1)OCO2 (stereo not drawn)	i	-11	i	-3	i	-5	i	i	-1	i	i
Cc1cccc(-c2noc(-c3ccc(Cl)cc3[N+](=O)[O-])n2)c1	i	-2	i	2	i	1	i	i	-21	i	i
COc1cccc(CNC(=O)CN2c3cccc4cccc(c34)S2(=O)=O)c1	i	-14	i	5	i	-2	i	i	-2	i	i
C1CCc2c(nnc3c2-c2nonc2CC3)C1	i	-7	i	1	i	-6	i	i	-1	i	i
COC(=O)/C(=N\Nc1ccccc1)Sc1nnc(-c2ccc(OC)cc2)n1C	i	-3	i	1	i	-2	i	i	1	i	i

Later entries
SMILES	KCNQ1 inh	hERG rescue	PolyA inhibitor	GSK3A inh	KCNK3 block	DYRK1A inh	RGS4 pot	KCNK9 inh	GSK3beta inhib	RGS4 block	KCNQ1 act
N#CCc1c(C#N)c(N)nc(N2CCN(Cc3ccc4c(c3)OCO4)CC2)c1C#N	i	-12	nt	-2	i	-2	i	i	2	i	i
COc1cccc(NC(=O)CCC2CCN(C(=O)c3scnc3C)CC2)c1	i	-11	i	-3	i	-1	i	i	-2	i	i
Cc1ccnc(NS(=O)(=O)c2ccc(NC(=O)C3CCCO3)cc2)n1 (stereo not drawn)	i	1	i	2	i	4	i	i	1	i	i
COc1ccc(Br)cc1CN1CCN(S(=O)(=O)Cc2ccccc2)CC1	i	-12	i	2	i	1	i	i	-2	28*	i
C=CCNC(=O)N1CCC(n2nccc2NC(=O)CCc2ccccc2)CC1	i	-2	i	1	i	-6	i	i	0	i	i
COc1ccc(CNCc2ccc(C(F)(F)F)cc2)cc1OC	i	-2	i	-2	i	13	i	i	-1	i	i
CCCn1c2c(c(O)c(C(=O)Nc3nc(C)cs3)c1=O)CCCC2	i	-15	i	nt	nt	nt	i	i	0	i	i
CCc1nc(NCC2CCCO2)c(C#N)c2c1COC(C)(C)C2 (stereo not drawn)	i	-1	i	3	i	-4	i	i	1	i	i

This is a subset; count on the stated rates, not on these rows.
